Screens as filed in PubChem BioAssay.
GSK3beta inhib: blocks human GSK3beta kinase activity; GST-GSK3beta kinase, ADP-Glo luminescence, 60 min; stronger effect = lower value; activity score (negative = inhibition), % at 10 µM; hit rate 0.038% among 300,000;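 active = more than half of replicate wells score below -50%, meaning over 50% inhibition versus plate controls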;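 note: 0% = median DMSO wells and -100% = median GW8510 positive control wells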
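Test system – GST-tagged human GSK3beta kinase, cell-free · Incubation – 60 min enzyme reaction, room temperature · Signal – ADP-Glo luminescence · Also added – peptide substrate and ATP at 25 µM · Controls – DMSO neutral wells and GW8510 at 20 µM as positive · Buffer or medium – Tris/MgCl2 kinase buffer · Measure – Luminescence-derived activity versus plate DMSO and GW8510 wells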
KCNQ1 inh: inhibitors of human KCNQ1 potassium channel; B-score at 10 µM; AID 2642; hit rate 1.3% among 310,000; P51787; CHO-K1 KCNQ1, FluxOR thallium flux fluorescence; stronger effect = higher value;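 active = compounds whose thallium flux B-score, printed positive for inhibition, exceeds three library SD while starting fluorescence stays within three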;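 note: channel opened by potassium depolarization with thallium stimulus after 20 min compound exposure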
KCNK9 inh: blocks the human KCNK9 two-pore domain potassium channel; B-score at 10 µM; hit rate 1.2% among 310,000; HEK293 KCNK9, FluxOR thallium flux fluorescence; stronger effect = lower value; AID 488922;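 active = ratio B-score over 3 SD below the library mean, with starting fluorescence within 5 SD of its mean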;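 note: negative B-score means less thallium flux so channel inhibition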
PolyA inh: blocks polyadenylation in yeast reporter cells; AID 1875; hit rate 0.02% among 300,000; calls only at 12 µM; S. cerevisiae SKY197-pL101 polyadenylation reporter, beta-gal luminescence; efflux-impaired pdr1/pdr3 knockout yeast; score 100 = 6 SD above DMSO;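 active = lowest replicate activity score at least 50, where 100 means six control SD above control mean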;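 note: yeast exposed to compound for 9 h at 30 °C; higher score means more reporter readthrough which indicates perturbed polyadenylation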
Dyrk1A ADPGlo: blocks rat Dyrk1A kinase activity; Q63470; ADP-Glo luminescence, NFATc1 peptide; inhibition, % at 12.5 µM; hit rate 0.43% among 310,000; AID 504441; in the data active = inhibition above about 50%;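 note: plate controls were vehicle with enzyme for no effect and no enzyme for full effect; many of its hits are not listed in these tables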
GSK3 alpha inh: human GSK-3 alpha kinase inhibition | AID 2650 | inhibition, % at 10 µM | ADP-Glo luminescence, 60 min | P49840 | hit rate 0.1% among 320,000;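 in the data active = inhibition above about 50%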;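 note: GST-tagged GSK-3 alpha with peptide substrate and 25 µM ATP; 0% = DMSO neutral wells and 100% = GW8510 positive control wells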
Target sequence (P49840 whole entry, looked up): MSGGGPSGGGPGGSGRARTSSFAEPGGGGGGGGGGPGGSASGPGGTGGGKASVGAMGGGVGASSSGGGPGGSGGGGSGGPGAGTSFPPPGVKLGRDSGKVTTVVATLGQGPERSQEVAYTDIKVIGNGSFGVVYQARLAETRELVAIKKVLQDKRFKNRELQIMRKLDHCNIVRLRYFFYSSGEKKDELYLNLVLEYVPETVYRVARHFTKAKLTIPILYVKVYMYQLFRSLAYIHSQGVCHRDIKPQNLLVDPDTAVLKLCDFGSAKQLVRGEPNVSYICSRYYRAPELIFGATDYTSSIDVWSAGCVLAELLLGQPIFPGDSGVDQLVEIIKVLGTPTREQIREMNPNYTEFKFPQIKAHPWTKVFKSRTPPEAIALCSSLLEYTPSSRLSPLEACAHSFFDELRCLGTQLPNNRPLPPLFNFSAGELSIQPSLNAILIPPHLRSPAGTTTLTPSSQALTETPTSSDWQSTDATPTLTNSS
hERG rescue: shields human hERG channel from block by proarrhythmic agents; CHO-hERG, FluxOR thallium flux, dofetilide IC70 present; activation (rescue from dofetilide block), less the hit threshold, % at 10 µM; hit rate 0.51% among 310,000;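 active = activation above the mean of controls blocked by dofetilide plus 5 SD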;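 note: thallium influx through hERG after potassium depolarization seen as dye fluorescence rise; in these data hits start at about 4.7%; inactives centre near -7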
KCNK3 block: human KCNK3 channel inhibition, primary screen; O14649; CHO-KCNK3 thallium flux, FluxOR fluorescence; stronger effect = lower value; B-score at 10 µM; hit rate 0.84% among 340,000;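 active = B-score under library mean minus 4 SD, starting fluorescence ratio at most library mean plus 5 SD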;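 note: more negative B-score means stronger inhibition of thallium flux through KCNK3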
Target sequence (O14649 whole entry, looked up): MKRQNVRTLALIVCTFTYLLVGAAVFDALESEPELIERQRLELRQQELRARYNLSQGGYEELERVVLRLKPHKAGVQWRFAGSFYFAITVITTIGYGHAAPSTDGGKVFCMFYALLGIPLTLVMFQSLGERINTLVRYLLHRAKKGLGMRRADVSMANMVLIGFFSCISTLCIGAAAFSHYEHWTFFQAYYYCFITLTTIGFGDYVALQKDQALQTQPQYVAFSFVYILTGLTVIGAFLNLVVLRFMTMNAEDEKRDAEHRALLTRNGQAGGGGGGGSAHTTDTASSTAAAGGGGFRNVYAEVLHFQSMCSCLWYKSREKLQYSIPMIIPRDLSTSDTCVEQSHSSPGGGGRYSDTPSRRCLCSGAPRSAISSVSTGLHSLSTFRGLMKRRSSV
KCNQ1 pot: potentiators or activators of human KCNQ1 potassium channel; CHO-K1 KCNQ1, thallium flux FluxOR fluorescence; stronger effect = higher value; P51787; AID 2648; B-score at 10 µM; hit rate 0.35% among 310,000;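 active = fluorescence ratio B-score, a plate-corrected score, at least three library SD, with initial intensity B-score within 5 SD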
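System: Stable KCNQ1 CHO-K1 line | Incubation: 90 min dye loading and 20 min compound exposure, both at room temperature | Measure: Ratio B score | Medium: Assay buffer for compound exposure, DMSO matched across wells | Compound dosing: Single-concentration screen | Probe or stimulus: K+/Tl+ depolarizing stimulus | Measured by: Kinetic FluxOR fluorescence, 10 s baseline plus 110 s post-stimulus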
RGS4 act: RGS4 potentiation or activation | HEK293 M3R/inducible RGS4, carbachol calcium flux Fluo4; stronger effect = lower value | B-score at 10 µM | hit rate 0.92% among 310,000;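 active = B-score of the integrated calcium signal more than 4 SD below the library mean, with starting fluorescence not abnormally high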;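 note: negative B-score means reduced calcium response which marks RGS4 activation or potentiation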
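System – HEK293 FlpIn-TREx cells, stable M3R, doxycycline-inducible RGS4 · Reagent – ECmax carbachol challenge · Times – compound preincubation 20 min at room temperature before agonist · Technique – Fluo4 fluorescence kinetic imaging of calcium · Measure – B score of integrated Fluo4 ratio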
RGS4 block: inhibitors of human RGS4. hit rate 0.45% among 310,000. HEK293 M3R/RGS4 inducible, Fluo-4 calcium flux; stronger effect = higher value; triggered by carbachol at its EC20. P49798. B-score at 10 µM;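 active = B-score, a plate-corrected calcium signal, over three deviations above library mean, with baseline fluorescence within five deviations of library mean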;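 note: RGS4 expression induced by doxycycline in cells with stable M3 receptor; B-score is computed from the integrated fluorescence ratio over baseline after carbachol; higher B-score means a larger calcium signal and so more RGS4 inhibition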
Target sequence (P49798 whole entry, looked up): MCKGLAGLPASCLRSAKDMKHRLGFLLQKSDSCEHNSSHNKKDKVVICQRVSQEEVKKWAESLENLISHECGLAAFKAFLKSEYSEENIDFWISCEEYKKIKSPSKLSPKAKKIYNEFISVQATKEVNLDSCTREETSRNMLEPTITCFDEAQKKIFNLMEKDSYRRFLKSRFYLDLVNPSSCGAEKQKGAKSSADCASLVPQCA
* hit, by the source's call; i = inactive; . = no result given. A portion of the library; count on the stated rates, not on these rows.

SMILES	GSK3beta inhib	KCNQ1 inh	KCNK9 inh	PolyA inh	Dyrk1A ADPGlo	GSK3 alpha inh	hERG rescue	KCNK3 block	KCNQ1 pot	RGS4 act	RGS4 block
COc1ccc(C(=O)N2CCc3cc(OC)c(OC)cc3C2c2ccc(OC)c(OC)c2)cc1 (stereo not drawn)	3	i	i	i	-5	0	-6	i	i	i	i
CCC(=O)Nc1nc(C)c(-c2csc(Nc3cccc(O)c3)n2)s1	-11	i	i	i	10	14	-27	i	i	-7.3*	i
CCOC(=O)c1cc(-c2cccs2)nc2onc(C)c12	3	i	i	i	3	0	-5	i	i	i	i
CN1CCN(c2ccc(-c3cccc(NC(=O)COc4ccc(Cl)cc4)c3)nn2)CC1	-2	i	i	i	2	-3	-23	i	i	i	i
Cc1cc(C(=O)N2CCOCC2)c(C)o1	1	i	i	i	.	-1	-7	i	i	i	i
CN(CCC#N)C(=O)COC(=O)c1ccc(Cl)c(S(N)(=O)=O)c1	-3	i	i	i	-1	-3	-9	i	i	i	i
Cc1ccc(S(=O)(=O)CCSc2ccc(C(F)(F)F)cn2)cc1	1	i	i	i	.	-1	-8	i	i	i	i
O=C(O)CCCC(=O)Nc1ccc(Cl)c(Cl)c1	-7	.	.	i	7	1	.	i	.	.	.
CCOC(=O)c1c(NC(=O)CCC(=O)N(CC)CC)sc2c1CC(C)(C)OC2	3	i	i	i	0	-1	-7	i	i	i	i
C/C(CC(=O)NC(C)C)=N\NC(=O)C(c1ccccc1)c1ccccc1	-1	i	i	i	1	0	-7	i	i	i	i
O=C(N[C@@H]1C[C@H]2CC[C@@H]1C2)c1ccco1	-3	i	i	.	.	-2	-7	i	i	i	i
CCS(=O)(=O)N1CCC(C(=O)Oc2ccc(Br)cc2)CC1	7	i	i	i	11	0	-3	i	i	i	i
Cc1c(C(Nc2ccccn2)c2ccc(Cl)cc2)c(=O)n(-c2ccccc2)n1C (stereo not drawn)	-1	i	-6.6*	i	-3	0	-17	i	i	i	i
O=C1C2C(c3ccccc3)CC=CC2[C@H](c2ccc(C(F)(F)F)cc2)N1Cc1ccccc1 (stereo partly drawn)	-1	i	i	i	6	-2	-14	i	i	i	i
COc1cccc(C2/C(=C(\O)c3ccc4c(c3)OCCO4)C(=O)C(=O)N2CCCn2ccnc2)c1 (stereo not drawn)	2	i	i	i	-3	1	-4	i	i	i	i
COc1cc(-c2noc(C)c2/C=C/c2ccc(C(=O)O)cc2)cc(OC)c1OC	1	i	i	i	4	4	-16	i	i	i	i
COc1ccc(NC(=O)c2ccccc2C(=O)N2CCCCC2)cc1	1	i	i	i	-8	-1	-9	i	i	i	i
O=C(O)C(Cc1ccccc1)NC(=O)C(c1ccccc1)c1ccccc1 (stereo not drawn)	3	i	i	i	-10	-4	-2	i	i	i	i
Cc1ccc(NC(=O)c2ccc(-n3cncn3)c([N+](=O)[O-])c2)cc1F	3	i	i	i	14	0	-22	i	i	i	i
O=C(O)C1CCN(C(=O)CCN2C(=O)S/C(=C\c3ccccc3)C2=O)CC1	-1	i	i	i	-5	-1	-3	i	i	i	i
CCOC(=O)c1cnc(-c2ccccc2)[nH]c1=O	-2	i	i	i	11	-2	-3	i	i	i	i
C/C(=N\NC(=O)CCCNc1ccccc1)c1ccncc1	-2	i	i	i	-2	2	-15	i	i	i	i
c1ccc2c(c1)ccc1nnc(-c3ccc4c(c3)OCO4)n12	-1	i	i	i	11	.	-3	i	i	i	i
O=C(COC(=O)c1cc(S(=O)(=O)N2CCc3ccccc3C2)ccc1Cl)NCc1ccco1	1	i	i	i	-5	0	-6	-9.4*	i	i	i
O=C(Nc1ccc(N=Nc2ccccc2)cc1)c1ccccc1Cl	-3	i	i	i	-6	1	-4	i	i	i	i
O=C(CN(C(=O)c1csnn1)c1ccc(Br)cc1)NC1CCCCC1	1	i	i	i	0	-1	-6	i	i	i	i
O=C(c1ccc(F)cc1)c1cn(Cc2ccc(F)cc2)c2cc3c(cc2c1=O)OCCO3	2	i	i	i	-3	-2	-10	i	i	i	i
COc1ccc(CNC(=O)N2CCN(c3ccccc3)CC2)cc1	-2	i	i	i	-6	1	-5	i	i	i	i
CC1CCCC(C)N1C(=O)COc1ccc(C(=O)Nc2ccccc2N2CCOCC2)cc1 (stereo not drawn)	-3	i	i	i	0	1	-27	i	i	i	i
O=C(COC(=O)c1ccc(NS(=O)(=O)c2ccc(F)c(F)c2)cc1)NCC1CCCO1 (stereo not drawn)	4	i	i	i	-6	1	-18	i	i	i	i
Cc1c(/C=N/NC(=O)c2cccnc2)cc(C#N)n1C	1	i	i	i	2	-3	-19	i	i	i	i
CCOc1ccc(S(=O)(=O)Nc2cccc(C(=O)NCC(c3ccc(OC)cc3)N3CCOCC3)c2)cc1 (stereo not drawn)	3	i	i	i	-1	1	-16	i	i	i	i
Cc1ccc(NNC(=O)c2ccno2)c(C)c1	1	i	i	i	1	3	-4	i	i	i	i
Cc1nc(NC(C)(C)CO)c([N+](=O)[O-])cc1[N+](=O)[O-]	1	i	i	i	6	1	-5	i	i	i	i
COc1cc(OC)cc(C(=O)NC(=S)Nc2nc(-c3cc4ccccc4o3)cs2)c1	-1	i	i	i	1	1	-8	i	i	i	i
COc1ccc(CCNC(=O)CSc2nc(=O)n3cccc(C)c3n2)cc1OC	0	i	i	i	-7	-2	-8	i	i	i	i
COc1ccc(C(CC(=O)c2ccccc2)CC(=O)c2ccccc2)cc1OC	3	i	i	i	-1	-1	-8	i	i	i	i
Cc1ccc(CNC(=O)CC(C)S(=O)(=O)c2ccc3c(c2)NC(=O)C(C)S3)cc1 (stereo not drawn)	1	i	i	i	.	4	-9	i	i	i	i
CC(C)OC(=O)c1c(NC(=O)Cn2cnc([N+](=O)[O-])n2)sc2c1CCCC2	3	i	i	i	0	-2	-10	i	i	i	i
O=C(CCS(=O)(=O)c1ccc(Br)s1)NC1CCCCCC1	0	i	i	i	6	0	-5	i	i	i	i
COc1cc(C(=S)N2CCOCC2)ccc1OC(=O)c1ccccc1[N+](=O)[O-]	5	i	i	i	4	-2	-3	i	i	i	i
Cc1cccc2c1cnn2C(=O)Nc1cc(F)ccc1F	2	i	i	i	-3	-3	-4	i	i	i	i
COc1ccc(Cl)cc1N(CC(=O)NC(C)(C)C)S(=O)(=O)c1ccc(C)c([N+](=O)[O-])c1	-2	i	i	i	-2	-2	-11	i	i	i	i
C/C(CC(=O)NC1CCCCCC1)=N\NC(=O)c1cnccn1	1	i	i	i	1	.	-6	i	i	i	i
O=C(c1nc2ccccn2c1CNCCCn1nnc2ccccc21)N1CCOCC1	4	i	i	i	-51	-2	-7	i	i	i	i
CCNC(=S)NNC(=O)c1cccn(Cc2ccc(Cl)cc2)c1=O	1	i	i	i	6	1	-19	i	i	i	i
Cc1cc(C(=O)NC2CCN(Cc3ccccc3)CC2)n[nH]1	0	i	i	i	-7	.	-4	i	i	i	i
O=C(NNS(=O)(=O)c1ccccc1)c1sccc1-n1cccc1	1	i	i	i	-2	-2	-13	i	i	i	i
COc1ccccc1OCCCn1c(=O)sc2ccccc21	-5	i	i	i	11	0	-2	i	i	i	i
COc1ccc(C(=O)COC(=O)CN2C(=O)C3C4C=CC(C5CC45)C3C2=O)cc1 (stereo not drawn)	2	i	i	i	-3	-5	-3	i	i	i	i
O=C(O)C(C(=O)/C=C/c1ccco1)=C1SCCS1	3	i	i	i	2	-4	-7	i	i	i	i
CC(C)=C1C2CCC1C1C(=O)N(NC(=O)c3ccco3)C(=O)C21 (stereo not drawn)	0	i	i	i	4	1	-7	i	i	i	i
CCOc1ccc(/C=C/C(=O)N(CC)CC(=O)NCc2cccs2)cc1OC	0	i	i	i	1	5	-5	i	i	i	i
COc1cccc(CNC(=O)CCNS(=O)(=O)c2ccc3c(c2)CC(C)N3C(C)=O)c1 (stereo not drawn)	-2	i	i	i	4	-1	-10	i	i	i	i
COc1ccc(S(=O)(=O)N2CCCCCC2)cc1C(=O)N(C)CC(=O)Nc1cc(C)ccc1C	3	i	i	i	0	.	-3	i	i	i	i
COC(=O)c1cc(C#N)c(N(C)Cc2ccccc2)nc1C	0	i	i	i	-2	-1	-12	i	i	i	i
O=C(OCc1cc(=O)n2c(n1)sc1ccccc12)c1ccc(O)cc1	-3	i	i	i	8	2	-3	i	i	i	i
COc1ccc(C(=O)NC2CC2)cc1OC1CCN(Cc2ccccc2F)CC1	-2	i	i	i	-8	2	-9	i	i	i	i
Cc1ccc(NC(=S)N(Cc2ccco2)C(C)c2cccs2)cc1 (stereo not drawn)	0	i	i	i	-6	-3	-15	i	i	i	i
CC(C)(C)NC(=O)CN(c1cccc([N+](=O)[O-])c1)S(=O)(=O)c1ccccc1	4	i	i	i	-5	2	-11	i	i	i	i
Remaining list, next part:
SMILES	GSK3beta inhib	KCNQ1 inh	KCNK9 inh	PolyA inh	Dyrk1A ADPGlo	GSK3 alpha inh	hERG rescue	KCNK3 block	KCNQ1 pot	RGS4 act	RGS4 block
O=S(=O)(NCC(c1cccnc1)N1CCN(c2ccc(F)cc2)CC1)c1cccs1 (stereo not drawn)	0	i	i	i	0	-3	-9	i	i	i	i
CN(C)c1oc(-c2ccc(OCc3ccc(Cl)cc3)cc2)nc1C#N	2	i	i	i	-1	-1	-11	i	i	i	i
CCn1c(CSc2nc(C)cc(C)n2)nnc1SCC(=O)Nc1ccccc1	-1	i	i	i	14	2	-10	i	i	i	i
Cc1ccc(NC(=O)NCCCc2ccccc2)cc1	2	i	i	i	32	-3	-2	i	i	i	i
Cc1cc(C)n(-c2nc(SCC(=O)Nc3nccs3)c3c4c(sc3n2)COC(C)(C)C4)n1	0	i	i	i	1	-3	-2	i	i	i	i
COc1ccc(CNC(=O)CCS(=O)(=O)c2ccc3c(c2)oc(=O)n3C)cc1	1	i	i	i	0	1	-7	i	i	i	i
Cc1cc(C)c2nc(Nc3nc(-c4ccccc4)cc(=O)[nH]3)nc(C)c2c1	0	i	i	i	1	0	-9	i	i	i	i
CCOc1cc(S(=O)(=O)N2CCCC2)c(C)cc1C	-4	i	i	i	1	1	-5	i	i	i	i
